Pf growth 96h: inhibits malaria parasite growth, 96 h. P. falciparum luciferase reporter growth, 96 h. hit rate 6.9% among 320,000. Potency, µM (series often up to 28.7 µM), inactives show at the top dose activity change, negative = inhibition, hits mostly inhibitors; note: potency is the fitted concentration of half-maximal effect; % is set by controls: 0 for no effect and ±100 for the full control effect
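Parasite growth measured via integrated firefly luciferase reporter in P. falciparum. Infected erythrocytes at 2% hematocrit, 0.05% parasitemia final were treated 96 hours at 37 C under 5% CO2, and luminescence was read.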
CHX counter: affects cycloheximide protein synthesis inhibition readout, counter-screen; hit rate 12% among 300,000; max response, %; cell reporter, cycloheximide protein synthesis inhibition counterscreen; in the data active = max response mostly above about 13%, no sharp cut-off; inactive = mostly below about 14%; note: read at 38.3 µM for the half of the compounds with a filed dose; 0% is about no effect
Shiga toxin inh: Shiga toxin inhibition; Vero cells, Shiga toxin protein synthesis inhibition reporter; inhibition, % at 38.7 µM; hit rate 9.2% among 290,000; in the data active = inhibition mostly above about 28%, no sharp cut-off; inactive = mostly below about 43%; note: 0% is about no effect
Pf growth 48h: inhibits P. falciparum growth in the first generation, 48 h. P. falciparum luciferase growth in erythrocytes, 48 h. Potency, µM (doses to about 28.7 µM), without a hit: at the top dose activity change, negative = inhibition, hits mostly inhibitors. hit rate 5.9% among 310,000. AID 504832; note: potency is the fitted concentration of half-maximal effect; % is set by controls: 0 for no effect and ±100 for the full control effect
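A one-generation exposure of luciferase-tagged malaria parasites in RPMI 1640/Albumax erythrocyte culture, 37 C and 5% CO2. Inhibition is inferred from decreased luminescence after adding detection reagent.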
Giardia FBPA inh: blocks Giardia fructose-bisphosphate aldolase activity. A8B2U2. purified Giardia FBPA. Potency, µM (highest dose often 59.6 µM), for inactives: at the top dose activity, negative = inhibition, hits mostly inhibitors. hit rate 0.71% among 290,000; note: potency is the fitted concentration of half-maximal effect; % is set by controls: 0 for no effect and ±100 for the full control effect; nearly all actives have a fitted effect of over 55% in size
Target sequence (A8B2U2 whole entry, looked up): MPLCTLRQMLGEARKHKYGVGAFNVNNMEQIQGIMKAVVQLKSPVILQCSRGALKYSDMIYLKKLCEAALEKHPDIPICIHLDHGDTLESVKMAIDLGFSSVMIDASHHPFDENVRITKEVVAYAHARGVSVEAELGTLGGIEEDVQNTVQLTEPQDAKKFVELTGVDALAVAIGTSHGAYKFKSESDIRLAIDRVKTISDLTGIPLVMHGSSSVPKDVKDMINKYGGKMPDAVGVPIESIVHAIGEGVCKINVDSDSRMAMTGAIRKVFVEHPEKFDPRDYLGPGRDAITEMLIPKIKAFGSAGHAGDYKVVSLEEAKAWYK
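Giardia FBPA (40 nM reagent) was preincubated 10 min at RT with compound (up to 57.5 uM final), then substrate plus GAPDH/TPI/NAD/arsenate coupling system with diaphorase/resazurin was added; resorufin fluorescence (525/598 nm) was read after 20 min.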
Sm TGR block: blocks Schistosoma mansoni thioredoxin glutathione reductase; Q962Y6; purified TGR, DTNB reduction, TNB absorbance 405 nm; Potency, µM (series often up to 114 µM), for the others: at the highest dose activity change, negative = inhibition, actives largely listed as inhibitors; hit rate 3% among 360,000; AID 485364; note: potency is the fitted concentration of half-maximal effect; % is set by controls: 0 for no effect and ±100 for the full control effect; nearly all actives have a fitted effect of over 60% in size
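TGR 20 nM + NADPH 100 uM (dispensed conc.), cpd preinc 15 min RT; start with NADPH (500 uM addition) then DTNB (15 mM addition). Kinetic TNB absorbance, 405 nm filter. Four-parameter Hill fit across titration.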
The depositor's hits bear a star; ? = inconclusive; . = not tested or not shown; & = joins results of further samples; [ ] = dose if it differs, or a comment. Unless noted, calls come from the whole dose curve; as a rule, active = well fitted curve in the direction sought with a large enough effect; inconclusive = small, poorly fitted or top-dose-only effect, or another doubt; inactive = no such curve, though single readings can be large; an effect the other way counts as inactive or inconclusive.

SMILES	Pf growth 96h	CHX counter	Shiga toxin inh	Pf growth 48h	Giardia FBPA inh	Sm TGR block
S=C(c1cn(Cc2ccc(Br)cc2)c2ccccc12)N1CCOCC1	-1%	1	-2	-26%	-12%	6%
CCc1cccc(C)c1NC(=O)CSc1nnc(-c2cc3cc(Br)ccc3o2)n1CC	?	-2	-3	?	2%	0%
CCOC(=O)C1CCCN(c2c(Nc3ccc(C)c(C)c3)c(=O)c2=O)C1 (stereo not drawn)	-16%	-2	-8	8.3µM*	1%	5%
COc1ccc(N2CC(C(=O)Nc3nnc(Cc4ccccc4)s3)CC2=O)cc1 (stereo not drawn)	-3%	-9	-10	12%	1%	-1%
Cc1ccc(NC(=O)c2ccc(S(=O)(=O)N3CCCCC3)cc2)nc1	?	.	.	?	.	-5%
Cc1ccc2cc(CCl)c(Cl)nc2c1	2%	-2	-7	-17%	-10%	25µM*
Nc1ccn(Cc2ccccc2)n1	?	4	-16	-1%	4%	-14%
COc1ccccc1NC(=O)c1ccccc1NC(=O)c1cc(Cl)ccc1NC(=O)c1ccco1	.	8	-18	?	4%	12%
O=C(CCn1c(=S)oc2ccccc21)NC1CCCCCCC1	9%	1	-7	6%	5%	-1%
O=C(N/N=C\c1cccc(F)c1)c1ccc(-c2ccccc2)cc1	-26%	21*	26	8%	.	-4%
CN(C)c1ccc(C(=O)Nc2nc3c(s2)CCCC3)cc1	-93%	45*	21*	-39%	-19%	-6%
COc1cc(NC(=O)CC(C)S(=O)(=O)c2ccc3c(c2)NC(=O)CO3)cc(OC)c1OC (stereo not drawn)	?	-3	13	24%	.	-5%
COc1ccc(C(C(=O)NC2CCCCC2)N(C(=O)Cc2c[nH]c3ccccc23)c2ccc(NC(C)=O)cc2)cc1OC (stereo not drawn)	9.3µM*	-2	-13	10µM*	1%	-12%
Cc1ccc(NC(=O)C(C)N=C2NS(=O)(=O)c3ccccc32)cc1 (stereo not drawn)	30%	8	35*	-35%[5.75 µM]	6%	-9%
Cc1ccc(-n2c3nc(=O)[nH]c(=O)c-3cc3cc([N+](=O)[O-])ccc32)cc1C	0%	-3	-1	7%	?	-28%
COc1cc(/C=C/C(=O)O)ccc1OCc1ccc([N+](=O)[O-])cc1	?	11	-1	-27%	5%	-8%
COc1ccc2oc(C(=O)OCC(=O)Nc3cc(S(=O)(=O)N4CCOCC4)ccc3OC)c(C)c2c1	31%[activator]	.	.	8%	.	-2%
CC[n+]1c(C)sc2cc(C)ccc21	?	-4	-28	?	-10%	4%
Cc1cc(Br)ccc1NC(=O)CNC(=O)c1ccc(-n2cncn2)c([N+](=O)[O-])c1	3%	.	.	-6%	.	2%
CC(C)(C)S(=O)(=O)Cc1nc(-c2ccc(Cl)c(Cl)c2)cs1	46%[activator]	30*	65*	?	-10%	-6%
Cc1cccc(OCC(=O)Nc2ccc(NC(=O)c3ccccc3)cc2)c1	?	-1	-8	-2%	-2%	5%
O=C1c2cccnc2C(=O)N1Cc1cccs1	-20%	-1	-12	.	-2%	2%
COc1cccc(NC(=O)CCCn2c(=S)[nH]c3ccccc3c2=O)c1	?	1	-8	.	-1%	-4%
COc1ccc(-c2nc(-c3ccccc3)no2)c(OC)c1	1%	-5	-14	0%	-3%	2%
COc1ccccc1N(CC(=O)Nc1ccc2c(c1)OCCO2)S(C)(=O)=O	?	-1	10	15%	0%	5%
CN(C)S(=O)(=O)c1ccc(NC(=O)Cn2ccsc2=N)cc1	29%	-4	-1	76%[activator]	-3%	2%
O=C(/C=C/c1ccc(OCCCF)cc1)NCc1cccc(Cl)c1	?	1	-5	?	0%	15%
CCC(c1nnnn1C(C)(C)CC)N(CCCO)Cc1cc2cc(C)cc(C)c2[nH]c1=O (stereo not drawn)	10µM*	-2	-11	8.3µM*	11%	?
COc1ccccc1CN(C)C(=O)c1cccc(S(=O)(=O)N2CCN(Cc3ccccc3)CC2)c1	2%	.	.	?	.	-1%
CN(C)C(CN=C1NS(=O)(=O)c2ccccc21)c1ccco1 (stereo not drawn)	18%	-3	-10	0%	-1%	-9%
NC(=O)CSc1nnc(NC(=O)C2CC(=O)N(c3ccc(F)cc3)C2)s1 (stereo not drawn)	7%	-2	-3	-3%	-13%	-36%
CS(=O)(=O)Nc1nnc(SCC(=O)N(c2ccccc2)c2ccccc2)s1	2.6µM*	1	-21	-17%	12%	-11%
CN(c1ccccc1)S(=O)(=O)c1ccc2[nH]c(=O)[nH]c2c1	11%	-2	21	12%	-2%	2%
CCN(c1cccc(C)c1)S(=O)(=O)c1ccc2c3c(cccc13)C(=O)N2	?	-2	-7	?	-2%	-13%
COc1ccc(CC(=O)NCC(=O)N=Nc2c(O)[nH]c3ccccc23)cc1	1%	10	-9	40%[activator]	-10%	14%
O=C(/C=C/c1cccc(F)c1)NCc1ccc2c(c1)OCO2	37%[activator]	8	27	12%	-16%	-1%
Cc1ccc(-c2nc3ccccc3o2)cc1NC(=S)NC(=O)c1cc2ccccc2o1	29%	45*	85*	142%[activator]	-1%	1%
COc1cccc(NC(=O)C2CC(=O)N(Cc3ccco3)C2)c1 (stereo not drawn)	-23%	.	.	-4%	.	-12%
CN(c1ccccc1)S(=O)(=O)c1nnc(NC(=O)c2ccco2)s1	3.7µM*	-3	-6	-8%	.	-64%&-3%
CC1(C)Cc2c(sc3c2c(=N)n(Cc2ccco2)c(=O)n3Cc2ccccc2)CO1	-21%	0	-1	9.3µM*	4%	1%
C=CCc1ccc(OCC(O)CN2CCN(c3ccccc3OC)CC2)c(OC)c1 (stereo not drawn)	44%[activator]	-3	12	0%	-2%	0%
C=CCn1c(SCC(=O)C(C)(C)C)nnc1-c1cccs1	?	15	17	.	1%	3%[11.4 µM]
CCCN(CCC)CCCNC(=O)c1cc2c(=O)[nH]c3ccccc3c2n1C	17%	-1	-1	6%	1%	-13%&-11%
CSc1cccc(NS(=O)(=O)c2cccs2)c1	.	-2	-4	19%	-17%	-9%
COc1ccc2c(C)cc(SCC(=O)Nc3cccnc3Cl)nc2c1	-2%	4	-18	0%	-5%	6%
COCCC(=O)N(Cc1ccc2c(c1)OCO2)C(C(=O)NC1CCCCC1)c1ccncc1 (stereo not drawn)	0%	-4	-7	-2%	11%	-36%
CCOc1ccc(N(CC(=O)Nc2c(C)n(C)n(-c3ccccc3)c2=O)S(=O)(=O)c2ccccc2)cc1	?	-3	-4	?	11%	3%
CCCC(=O)Nc1nnc(-c2ccccc2)o1	4%	-4	-2	18%	-29%	23%
COc1cccc(C(=O)Nc2ccc(NC(=O)C(C)C)nc2)c1	26%	8	15	17%	-8%	5%
CC(=O)c1cccc(NC(=O)Nc2cccnc2)c1	.	-3	-2	-6%	4%	-3%
CCOC(=O)c1cccc(NC(=O)c2cnccn2)c1	309%[activator]	7	41	56%[activator]	3%	12%
c1cc(-c2nnc3n2CCCCC3)ccn1	25%	-5	-5	33%[activator]	-1%	-28%
CC12CCC=CC1C(c1ccc(F)c(/C=C/c3ccccc3)c1)N(Cc1ccccc1)C2=O (stereo not drawn)	.	22	43	.	7%	.
COc1ccc(C(=O)NNC(=O)CCC(=O)NNC(=O)c2ccc(OC)cc2)cc1	1%	-3	-11	24%	-13%	-21%
CC(C)OC1(c2ccccc2)OC(=O)c2ccccc21 (stereo not drawn)	-7%	6	1	?	-5%	0%
CCOc1ccc(CN2CCC(n3nccc3NC(=O)CCCc3ccccc3)CC2)cc1	-20%	7	-4	?	.	-1%
COc1ccccc1-n1cc(CN2CCN(CC=C(C)C)C(CCO)C2)cn1 (stereo not drawn)	8%	-1	4	6%	4%	5%
CCOC(=O)c1sc(NC(=O)c2ccoc2C)c(C(N)=O)c1C	?	4	-11	-25%	.	-7%
NC(=O)C1CCN(c2nc(-c3ccccc3)nc3ccccc23)CC1	?	-1	-10	?	-6%	6%
OC(COc1ccccc1)CN1CCCC1 (stereo not drawn)	-1%	-8	-6	-14%	?	-1%

Further records.
SMILES	Pf growth 96h	CHX counter	Shiga toxin inh	Pf growth 48h	Giardia FBPA inh	Sm TGR block
COc1cccc(NC(=O)CN(c2ccccc2OC)S(=O)(=O)c2cccs2)c1	?	.	.	?	.	-13%
CCC(=O)Nc1sc2c(c1C#N)CC(C)(CC)OC2 (stereo not drawn)	?	8	-16	11%	2%	-23%
Cc1ccc(NC(=O)NC2CCN(CC(=O)Nc3nccs3)CC2)cc1	3%	-2	-10	?	-4%	3%
O=c1c(C(c2ccccc2)c2c(O)sc3ccccc3c2=O)c(O)sc2ccccc12	-25%	6	19	.	19%	?
CSc1nc(-c2ccc(N(C)C)cc2)c(C#N)c(=O)n1C	1%	25*	42*	45%[activator]	1%	4%
CCc1nc(N2CCCCC2C(=O)O)c2oc3ccccc3c2n1 (stereo not drawn)	2%	13	-5	15%	-9%	9%
CCOCCCNC(=O)CCc1ccc(-n2cnc3cccnc32)cc1	9%	-2	-5	-13%	5%	0%
COc1ccc(C(=O)N/N=C/c2ccc(OC(=O)c3cccs3)cc2)cc1	469%[activator]	0	-5	-4%	8%	1%
CCC1CCC/C1=N\NC(=O)c1cc(C)[nH]n1 (stereo not drawn)	45%[activator]	13	26	.	-3%	0%
Cc1cccc(CC(=O)NC2CCCCCC2)c1	-6%	14*	76	7%	5%	1%
CCn1c(C)nc2cc(S(=O)(=O)N3CCCC3)ccc21	15%	-4	-10	-12%	7%	-3%
CC(=O)c1ccc(NC(=O)c2sc3nc4n(c(=O)c3c2C)CCCCC4)cc1	?	48*	81*	?	.	-15%
CCc1nc(SCC(=O)NCCc2ccccc2)c2c(=O)n(C)c(=O)n(C)c2n1	-5%	1	-17	5%	5%	15%
CCOc1ccc(NC(=O)COc2ccccc2C(=O)NCc2ccccc2)cc1	?	.	.	?	.	4%
Cc1ccc(-c2c3c(=O)n(C)c(=O)n(C)c3cn2CCCN2CCOCC2)cc1	.	-3	-5	-5%	-2%	-26%

Copied from the list:
Under Giardia FBPA inh, CCC1CCC/C1=N\NC(=O)c1cc(C)[nH]n1 (stereo not drawn) is entered as -3%
Under CHX counter, Cc1ccc(-c2c3c(=O)n(C)c(=O)n(C)c3cn2CCCN2CCOCC2)cc1 is entered as -3
Under CHX counter, CCC(=O)Nc1sc2c(c1C#N)CC(C)(CC)OC2 (stereo not drawn) is entered as 8
Under Pf growth 96h, O=c1c(C(c2ccccc2)c2c(O)sc3ccccc3c2=O)c(O)sc2ccccc12 is entered as -25%

By substructure: the compounds so far with a cyano group (2)
SMILES	Pf growth 96h	CHX counter	Shiga toxin inh	Pf growth 48h	Giardia FBPA inh	Sm TGR block
CCC(=O)Nc1sc2c(c1C#N)CC(C)(CC)OC2 (stereo not drawn)	?	8	-16	11%	2%	-23%
CSc1nc(-c2ccc(N(C)C)cc2)c(C#N)c(=O)n1C	1%	25*	42*	45%[activator]	1%	4%

Next part
SMILES	Pf growth 96h	CHX counter	Shiga toxin inh	Pf growth 48h	Giardia FBPA inh	Sm TGR block
CC1=NN(C(=O)c2ccccc2)C(O)(c2ccc(Br)cc2)C1 (stereo not drawn)	3.7µM*	44*	68*	?	4%	4%
N/C(=N\OC(=O)c1cccc2ccccc12)c1ccc(Br)cc1	?	10	22	?	0%	-8%
Cc1nc2cc3nc(C(F)(F)F)[nH]c3cc2[nH]1	31%[activator]	-1	-4	21%	?	0%
O=C(Nc1ccc(Br)cc1)c1cc(-c2cccs2)on1	-5%	22*	114*	112%[activator]	8%	0%
c1ccc(Cn2nnnc2CN2CCCC2)cc1	-3%	-2	29	-6%	-9%	-12%

High-throughput results (PubChem BioAssay)
